# Source: PubChem
# Rv3671c inh: inhibits the M. tuberculosis serine protease Rv3671c | AID 2606 | hit rate 0.048% among 320,000 | inhibition, % at 5.96 µM; in the data active means inhibition above about 38%;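 further: extracellular domain of Rv3671c used as enzyme; 0% = enzyme with DMSO and 100% = no enzyme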
# CCHFV vOTU inh: blocks the CCHF virus ovarian tumor domain protease. CCHFV vOTU protease, Pep-AMC fluorescence. inhibition, % at 11.5 µM. hit rate 0.55% among 370,000; in the data active means inhibition above about 30%; further: 0% = vehicle wells with enzyme and 100% = no enzyme wells
# PrPC TRFRET: cell surface PrPC inhibition, primary TR-FRET screen. P04156. TR-FRET read-out. inhibition, % at 13.8 µM. hit rate 0.43% among 370,000; in the data active means inhibition above about 24%; further: 0% = median of the test wells and 100% = reference compound wells
# Anthrax LF inh2: anthrax lethal factor protease inhibition; P15917; multiplex microsphere protease cleavage assay, LF; inhibition, % at 10 µM; hit rate 0.12% among 360,000; AID 588501; further: plate controls were buffer without enzyme for full effect and enzyme alone for no effect
# Target sequence (P15917 whole entry, looked up): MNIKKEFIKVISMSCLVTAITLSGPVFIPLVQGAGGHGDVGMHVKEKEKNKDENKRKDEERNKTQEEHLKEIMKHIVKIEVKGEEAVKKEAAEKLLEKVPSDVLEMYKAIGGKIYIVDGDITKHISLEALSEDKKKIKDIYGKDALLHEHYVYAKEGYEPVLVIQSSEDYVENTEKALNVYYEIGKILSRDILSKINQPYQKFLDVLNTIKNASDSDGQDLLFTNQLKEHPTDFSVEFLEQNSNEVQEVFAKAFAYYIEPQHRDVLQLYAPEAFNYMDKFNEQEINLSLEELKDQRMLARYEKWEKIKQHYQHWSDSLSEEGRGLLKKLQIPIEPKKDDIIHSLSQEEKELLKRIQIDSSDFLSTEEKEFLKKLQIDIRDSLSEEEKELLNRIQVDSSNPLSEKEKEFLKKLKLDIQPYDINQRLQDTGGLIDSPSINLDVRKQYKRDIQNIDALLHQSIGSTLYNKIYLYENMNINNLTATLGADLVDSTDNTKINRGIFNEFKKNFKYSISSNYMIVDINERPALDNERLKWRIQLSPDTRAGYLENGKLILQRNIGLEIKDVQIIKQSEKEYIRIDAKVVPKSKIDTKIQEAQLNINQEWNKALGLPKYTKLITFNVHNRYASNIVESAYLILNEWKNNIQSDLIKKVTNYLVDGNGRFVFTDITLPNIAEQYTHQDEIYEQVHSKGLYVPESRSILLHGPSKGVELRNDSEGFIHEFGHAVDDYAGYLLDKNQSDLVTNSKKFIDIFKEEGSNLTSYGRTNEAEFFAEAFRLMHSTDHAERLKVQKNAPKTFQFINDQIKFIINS
# VHR inh abs: blocks human VHR1 dual specificity phosphatase; P51452; recombinant VHR phosphatase, pNPP absorbance; inhibition, % at 13.3 µM; hit rate 0.52% among 290,000; AID 1654; in the data active means inhibition above about 50%; further: some compounds called inactive have numbers as strong as hits
# Target sequence (P51452 whole entry, looked up): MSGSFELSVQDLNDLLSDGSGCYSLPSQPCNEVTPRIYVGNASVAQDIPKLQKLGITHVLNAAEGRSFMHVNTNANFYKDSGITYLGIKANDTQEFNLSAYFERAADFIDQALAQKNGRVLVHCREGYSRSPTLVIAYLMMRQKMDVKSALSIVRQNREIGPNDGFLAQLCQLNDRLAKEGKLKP
# BoNT F protease: inhibitors of Botulinum neurotoxin F light chain protease; Multiplex microsphere protease cleavage assay, flow cytometry; inhibition, % at 10 µM; hit rate 0.22% among 360,000; AID 588497; in the data active means inhibition above about 35%, passing the limit was not always enough; inconclusive means no clear call, values can overlap the other calls; further: plate controls were buffer without enzyme for full effect and enzyme alone for no effect
# MazF activator: activators of E. coli MazEF toxin-antitoxin RNase; FAM/BHQ RNA-DNA oligo cleavage fluorescence, 5 h; activation, % at 20 µM; AID 504720; hit rate 0.32% among 350,000; P0AE70; in the data active means activation above about 50%
# Target sequence (P0AE70 whole entry, looked up): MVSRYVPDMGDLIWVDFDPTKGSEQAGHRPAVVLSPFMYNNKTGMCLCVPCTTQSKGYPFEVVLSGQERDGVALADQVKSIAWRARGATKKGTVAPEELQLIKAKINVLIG
# SARS 3CLpro inh: SARS-CoV 3CLpro protease inhibition; AID 1706; inhibition, % at 6 µM; recombinant SARS-CoV 3CLpro, quenched FRET peptide cleavage; hit rate 0.14% among 290,000; in the data active means inhibition above about 12%
# BoNT-A LC inh2: BoNT A light chain protease inhibition. multiplex microsphere protease substrate cleavage, flow cytometry. inhibition, % at 10 µM. hit rate 0.17% among 360,000. AID 588499; further: plate controls were buffer without enzyme for full effect and enzyme alone for no effect
# PriA SSB inh: blocks PriA binding to SSB C-terminal tail; AlphaScreen SSBct-PriA binding, biotinylated peptide; inhibition, % at 33 µM; hit rate 0.6% among 430,000; AID 1272365; in the data active means inhibition mostly above about 37%, no sharp cut-off; inactive means mostly below about 20%;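 further: plate controls were negative control peptide for no effect and reference peptide for full effect; strong numbers were not always called active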
# * hit, by the source's call; ? = inconclusive; / = not tested or not shown; & = joins results of further samples. Unless noted, no stated cut-off is given here; in the data, active means inhibition above about 30%; inconclusive means no clear call, values can overlap the other calls; inactive means below that. A portion of the library. The share of hits here may be higher or lower than overall.
SMILES,Rv3671c inh,CCHFV vOTU inh,PrPC TRFRET,Anthrax LF inh2,VHR inh abs,BoNT F protease,MazF activator,SARS 3CLpro inh,BoNT-A LC inh2,PriA SSB inh
COc1ccccc1NS(=O)(=O)c1ccc(Cl)c(NC(=O)c2sc3cc(Cl)ccc3c2Cl)c1,0,-2,-8,-2,9,-7,-24,-2,-0.8,-1
COc1ccc(CN2CCNC(=O)C2CC(=O)NC2CCCCCCC2)cc1OC (centres undefined),3,-2,3,-3,8,-10,-10,-3,-0.2,8
CCCNC(=O)NC(=O)CSc1nc(C)cs1,-4,1,3,1,-21,-6,5,-3,-0.1,-14
O=C(Nc1cccc(C(F)(F)F)c1)c1ccccc1NC(=O)C1CCCCC1,-2,-5,-4,0,11,2,-7,-3,0.2,-11
Cc1cc(OCCN2CCOCC2)ccc1Cl,2,4,3,-9,-28,-8,13,1,-0.9,-22
O=C1CSC(c2cccnc2)N1c1ccc(Cl)cc1 (centres undefined),-1,10,8,0,16,-12,-1,7,-1.0,2
O=C(Nc1cccc(S(=O)(=O)C(F)(F)F)c1)[C@H]1C[C@H](O)[C@@H](CO)O1,/,-7,-7,-1,/,-6,/,/,-0.1,/
Cc1cc(NC(=O)COC(=O)c2ccc([N+](=O)[O-])cc2Cl)no1,5,10,-6,-5,/,-2,2,/,-0.9,0
CCOC(=O)N1CCC(N2CCCC(C(=O)c3cc(C)c(OC)c(C)c3)C2)CC1 (centres undefined),5,10,23,0,16,-1,-1,4,-1.1,-15
CCOc1cc(C(=O)Nc2ccccc2F)cc(Br)c1OCC,0,-6,-5,-2,-8,7,1,0,-0.3,-12
Cc1ccc(S(=O)(=O)N(C)C)cc1NC(=O)c1c(-c2c(F)cccc2Cl)noc1C,4,-4,0,-4,0,-2,-4,5,-0.3,-3
O=C(Nc1ccc(Cl)c(Cl)c1)Nc1nccs1,-46,7,18,-8,-4,-8,5,6,-0.4,-1
O=[N+]([O-])c1cc(Cl)ccc1Oc1ccc(-c2nnco2)cc1,0,-9,-8,-6,-9,1,2,-1,-0.2,-2
COc1ccc(Nc2nnc(-c3ccc(C(=O)NCCO)cc3)c3ccccc23)cc1,-7,0,-19,?,9,/,12,-4,?,13
Cc1ccc(C(=O)OCc2nc3ccsc3c(=O)[nH]2)o1,6,1,1,-2,/,-4,0,/,0.9,-4
O=C(N/N=C/c1ccco1)c1cc(-c2ccccc2)nc2ccccc12,-4,17,-1,-4,-5,-2,7,-2,-2.2,/
O=C(NCc1ccccn1)C1CCN(C(=O)c2cc3sccc3n2Cc2ccc(F)cc2)CC1,-5,-3,-3,1,45,-2,-4,-2,0.2,-1
COc1ccc2[nH]c(C)c(CN3CCC(C)CC3)c(=O)c2c1,2,-1,-9,-3,36,-8,-1,2,-0.6,-5
CCc1nnc(NC(=O)CSc2nc3c(c(=O)n2CC)SC(C)C3)s1 (centres undefined),5,11,8,-1,-12,-3,13,2,-0.9,-4
O=C(Nc1ccc(S(=O)(=O)N2CCCCC2)cc1)c1ccccc1F,0,11,0,8,8,-36,10,-8,-5.7,-8
C#CCOCCOCCOCCNc1nc(N2CCN(C(=O)[C@H](CCCCN)n3cc(CN)nn3)CC2)nc(N2CCN(C(=O)[C@H](CCC(=O)O)n3cc([C@@H](N)CCSC)nn3)CC2)n1,-1,-10,3,0,/,-3,5,/,-0.2,5
CC(=O)CN1Cc2ccccc2/C1=N\C(=O)Nc1ccccc1,-2,5,3,-5,2,-2,2,-7,-0.8,/
CN(CC(=O)Nc1ccc(OC(F)(F)F)cc1)S(=O)(=O)c1cnc[nH]1,-3,-6,7,-2,6,6,0,4,-1.8,6
COC(=O)C1(C)COP(=O)(Nc2ccc(OC)cc2)OC1 (centres undefined),/,-2,-4,3,/,4,/,/,-0.6,/
Cc1ccc2cccc(N=Cc3c(C)[nH]n(-c4ccccc4)c3=O)c2n1,4,5,-2,-3,13,-5,-4,3,1.0,10&12

# Overlap with the part before: two compounds, followed by the next part.
SMILES,Rv3671c inh,CCHFV vOTU inh,PrPC TRFRET,Anthrax LF inh2,VHR inh abs,BoNT F protease,MazF activator,SARS 3CLpro inh,BoNT-A LC inh2,PriA SSB inh
COC(=O)C1(C)COP(=O)(Nc2ccc(OC)cc2)OC1 (centres undefined),/,-2,-4,3,/,4,/,/,-0.6,/
Cc1ccc2cccc(N=Cc3c(C)[nH]n(-c4ccccc4)c3=O)c2n1,4,5,-2,-3,13,-5,-4,3,1.0,10&12
Cc1onc(-c2ccccc2Cl)c1C(=O)Nc1ccc(S(=O)(=O)N2CCCC2)cc1,-10,-2,8,-11,5,-13,2,2,-1.6,-17
O=C(Nc1nc2cc3c(cc2s1)OCCO3)c1cccc(N2C(=O)CCC2=O)c1,-3,3,-3,-7,3,3,4,1,0.0,-13
COC1=C/C(=C/c2c(N)n3nc(-c4ccc(C)cc4)sc3nc2=O)C=CC1=O,/,11,11,4,23,3,-86,2,-0.3,/
O=C(Nc1ccc2c(c1)CCCN2C(=O)c1cccs1)c1ccccc1,-5,15,-1,1,4,0,-1,4,-1.7,-3
Cc1ccsc1CN1CC(=O)N(c2c(C)cccc2C)C1=S,-9,-6,6,-3,16,1,18,5,-1.7,-11
O=C(NC(=S)N(Cc1ccccc1)Cc1ccccc1)C1CCCCC1,-6,-4,5,0,5,-20,7,2,-0.7,-23
O=C(CN1C(=O)NC2(CCCCCC2)C1=O)Nc1ccc(Cl)c([N+](=O)[O-])c1,2,16,-14,-2,/,7,7,/,-0.3,1
CCN1CCN(S(=O)(=O)c2ccc(Cl)c(C(=O)NC3CC3)c2)CC1,3,-7,-7,-7,/,-4,-3,/,-0.2,0
CCCCCCN[C@H]1CCC2C3CC=C4C[C@@H](O)CC[C@]4(C)C3CC[C@@]21C (some centres undefined),-2,12,13,-10,/,0,14,/,0.0,-6
CCOC(=O)Cc1csc(NC(=O)CSc2nnc(-c3ccc(NS(=O)(=O)CC)cc3)o2)n1,-8,11,-7,3,/,3,-4,0,2.1,-5
Cc1ccc(S(=O)(=O)c2cc3c(=O)n4ccccc4nc3n(Cc3ccco3)c2=N)cc1C,0,-33,-12,/,29,/,-30,0,/,-8
CC(=O)c1cccc(NS(=O)(=O)c2ccc3c(c2)oc(=O)n3C)c1,-8,-2,3,2,-20,-8,-4,-7,-2.9,-2
COc1ccc2[nH]cc(CCNC(=O)CCC3CCCCC3)c2c1,3,-7,3,-3,-7,2,10,0,-2.4,15
CCCCNS(=O)(=O)c1ccc2nc(SCC(=O)Nc3cccc(F)c3)[nH]c2c1,-45,8,8,0,-10,-6,3,3,0.4,3
CNC(=O)C(=O)Nc1cc2c3c(c1)C(C)C(=O)N3CCC2 (centres undefined),-5,1,3,-3,14,2,-12,-1,1.5,-1
CCOC(=O)c1cc(C(C)C)sc1NC(=O)COC(=O)c1nccnc1N,-4,-23,-4,-1,/,16,-1,/,?,-8
COc1ccc(CSc2n[nH]c(=O)[nH]c2=O)cc1,/,5,1,-8,/,-3,-11,/,-0.1,/
CN(C)c1ccc(/C=C(/C(=O)c2ccc(Cl)cc2Cl)n2cncn2)cc1,-3,6,4,2,8,-1,-45,2,-0.1,19
COC(=O)/C(=C\c1c(OC)cc(OC)cc1OC)C(=O)c1ccc2c(c1)OCO2,3,-2,-5,-2,/,-3,1,/,-0.5,0
COc1ccc(N(C(=O)CNC(=O)c2ccco2)C(C(=O)NCC2CCCO2)c2ccccc2)c(OC)c1 (centres undefined),-6,17,-9,2,42,-4,2,-3,1.3,-9
O=C(N/N=C/c1ccc2c(c1)OCO2)c1ccc(NS(=O)(=O)c2cccs2)cc1,4,18,1,-4,5,-7,3,0,-0.4,/
CSc1nnc(CSCc2ccc(Cl)cc2Cl)n1-c1ccccc1,-5,25,12,0,29,-13,3,4,-1.3,14
O=C(N1CCOCCOc2ccccc2OCCOCC1)C(F)(F)F,9,16,5,12,6,?,8,2,2.4,-6
COc1ccccc1/C=N\NC(=O)c1ccc(COc2ccc(C)c(C)c2)o1,-3,-4,7,2,/,-3,-1,/,-0.8,/
CCN1CCC(NC(=O)Nc2ccccc2C(=O)OC)CC1,-2,-8,-7,-1,17,-5,7,1,0.1,-15
# (cont.)
SMILES,Rv3671c inh,CCHFV vOTU inh,PrPC TRFRET,Anthrax LF inh2,VHR inh abs,BoNT F protease,MazF activator,SARS 3CLpro inh,BoNT-A LC inh2,PriA SSB inh
Cc1cc(C)n(-c2ncc(C#N)cn2)n1,2,1,6,1,39,-2,-13,-2,-0.8,-13
Cn1c(SCC2CCCO2)nnc1-c1ccncc1 (centres undefined),4,19,7,1,19,4,1,-5,0.5,-4
CCc1cc2cccc(C)c2nc1SCC(=O)c1ccc(NC(C)=O)cc1,-24,-3,2,-10,-13,-6,-6,-2,-0.6,-19
COc1ccc(NC(=O)CS(=O)CC(=O)N2CCN(C3CCCC3)CC2)cc1 (centres undefined),5,-3,3,3,-8,-15,-19,1,0.1,-12
COc1ccc(-c2nnc(SCC(=O)NC(C)c3ccccc3)o2)cc1OC (centres undefined),5,4,0,-2,15,-7,7,1,0.3,-10
Cc1ccc(S(=O)(=O)N2CCCC(CCC(=O)NCc3ccccc3F)C2)s1 (centres undefined),7,7,-3,0,34,-3,6,8,-1.1,-18
CS(=O)(=O)c1ccc(C(=O)NCc2ccc(F)cc2)cc1,0,1,4,-3,16,1,1,0,1.0,-4
O=C(c1ccccc1C(=O)N1CCN(c2ccccc2)CC1)N1CCN(c2ccccc2)CC1,-4,8,-2,0,-8,-7,7,-6,1.5,18
COc1cccc2[nH]c3c(N4CCCCC4)ncnc3c12,2,-12,-1,-7,-5,-7,4,2,-2.1,-1
Cc1csc(SCC(=O)Nc2nc(-c3ccccc3)cs2)n1,-30,21,6,-1,6,-10,2,1,-0.1,-15
CN1CCN(c2ccc(NS(=O)(=O)c3ccc(Cl)cc3)cn2)CC1,-5,2,3,-9,14,-9,4,-3,-0.2,-6

# Another view of 13 compounds above.
compound	Rv3671c inh	CCHFV vOTU inh	PrPC TRFRET	Anthrax LF inh2	VHR inh abs	BoNT F protease	MazF activator	SARS 3CLpro inh	BoNT-A LC inh2	PriA SSB inh
COc1ccc(Nc2nnc(-c3ccc(C(=O)NCCO)cc3)c3ccccc23)cc1	-7	0	-19	?	9	/	12	-4	?	13
Cc1ccc(C(=O)OCc2nc3ccsc3c(=O)[nH]2)o1	6	1	1	-2	/	-4	0	/	0.9	-4
O=C(N/N=C/c1ccco1)c1cc(-c2ccccc2)nc2ccccc12	-4	17	-1	-4	-5	-2	7	-2	-2.2	/
O=C(NCc1ccccn1)C1CCN(C(=O)c2cc3sccc3n2Cc2ccc(F)cc2)CC1	-5	-3	-3	1	45	-2	-4	-2	0.2	-1
COc1ccc2[nH]c(C)c(CN3CCC(C)CC3)c(=O)c2c1	2	-1	-9	-3	36	-8	-1	2	-0.6	-5
CCc1nnc(NC(=O)CSc2nc3c(c(=O)n2CC)SC(C)C3)s1 (centres undefined)	5	11	8	-1	-12	-3	13	2	-0.9	-4
O=C(Nc1ccc(S(=O)(=O)N2CCCCC2)cc1)c1ccccc1F	0	11	0	8	8	-36	10	-8	-5.7	-8
C#CCOCCOCCOCCNc1nc(N2CCN(C(=O)[C@H](CCCCN)n3cc(CN)nn3)CC2)nc(N2CCN(C(=O)[C@H](CCC(=O)O)n3cc([C@@H](N)CCSC)nn3)CC2)n1	-1	-10	3	0	/	-3	5	/	-0.2	5
CC(=O)CN1Cc2ccccc2/C1=N\C(=O)Nc1ccccc1	-2	5	3	-5	2	-2	2	-7	-0.8	/
CN(CC(=O)Nc1ccc(OC(F)(F)F)cc1)S(=O)(=O)c1cnc[nH]1	-3	-6	7	-2	6	6	0	4	-1.8	6
COC(=O)C1(C)COP(=O)(Nc2ccc(OC)cc2)OC1 (centres undefined)	/	-2	-4	3	/	4	/	/	-0.6	/
Cc1ccc2cccc(N=Cc3c(C)[nH]n(-c4ccccc4)c3=O)c2n1	4	5	-2	-3	13	-5	-4	3	1.0	10&12
Cc1onc(-c2ccccc2Cl)c1C(=O)Nc1ccc(S(=O)(=O)N2CCCC2)cc1	-10	-2	8	-11	5	-13	2	2	-1.6	-17
